# TNAP inh noacc – human TNAP enzyme inhibitors, primary screen, biochemical, luminescent, no phosphate acceptor, uHTS. 200,000 compounds, 0.26% hits. purified TNAP, CDP-star luminescence, 30 min. Alkaline phosphatase, tissue-nonspecific isozyme (Homo sapiens), P05186. inhibition, % at 20 µM;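 active = tissue-nonspecific alkaline phosphatase inhibition above about 50% at 20 µM in the single-dose screen, limit read from the data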;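 also: 0% = DMSO negative control and 100% = EDTA positive control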
# Lmaj promast – Leishmania major promastigote growth inhibition, primary screen; Leishmania major promastigotes, resazurin fluorescence viability; inhibition, % at 10 µM; 200,000 compounds, 9% hits; AID 1063, 2008; in the data active = inhibition above about 50%;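 also: promastigotes grown with compound for 44 hours at 28 °C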
# RAM network inh – inhibitors of the yeast RAM network, primary screen, dse1pr::URA3 reporter, 5-FOA selection; S. cerevisiae dse1pr::URA3 reporter, 5-FOA growth OD615, 2 d; analog-sensitive cbk1-as2 kinase mutant strain; 190,000 compounds, 1.8% hits; inhibition, % at 50 µM; AID 868, 2007;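 active = inhibition above a set limit, 3 SD over mean compound inhibition, cut at about 8.4% in these data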;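 also: 0% = DMSO-only wells with no growth and 100% = 10 µM 1-NA-PP1 full growth; inhibition rescues growth on 5-FOA so higher OD means more RAM inhibition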
# S1P3 antagonist – S1P3 receptor antagonists, primary screen, cell-based. CHO S1P3 NFAT-BLA reporter, FRET fluorescence, antagonist mode. Sphingosine 1-phosphate receptor 3 (Homo sapiens), Q99500. inhibition, % at 4.98 µM. AID 485, 2006. 170,000 compounds, 0.27% hits;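 active = inhibition above the plate cutoff, the mean inhibition of test wells on that plate plus 3 SD, cut at about 28% in these data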;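 also: cells challenged with S1P at its EC80 of 0.8 µM; blue over green emission ratio from cleaved BLA substrate after 4 h stimulation; 0% = S1P-stimulated wells and 100% = unstimulated DMSO-only wells; some compounds past the cut are filed as inactive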
# Target sequence (Q99500 whole entry, looked up): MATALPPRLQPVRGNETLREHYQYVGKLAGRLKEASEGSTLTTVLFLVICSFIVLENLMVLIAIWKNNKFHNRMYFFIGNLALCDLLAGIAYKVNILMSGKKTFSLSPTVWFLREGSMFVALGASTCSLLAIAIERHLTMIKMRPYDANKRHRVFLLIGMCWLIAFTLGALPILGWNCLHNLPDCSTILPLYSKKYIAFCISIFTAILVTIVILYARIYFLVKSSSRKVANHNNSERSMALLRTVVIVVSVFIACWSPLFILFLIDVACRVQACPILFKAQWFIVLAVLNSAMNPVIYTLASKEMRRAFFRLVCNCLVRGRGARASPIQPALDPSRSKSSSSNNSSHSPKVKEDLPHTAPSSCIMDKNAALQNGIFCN
# DTT redox prof – compounds producing H2O2 with reducing agent – biochemical, NIH compound library profiling, artefact control for MLSCN library redox annotation, primary screen. DTT-dependent redox cycling H2O2, phenol red/HRP absorbance; 100% = 100 µM peroxide control, 0% = buffer. activation, % at 10 µM. 200,000 compounds, 0.03% hits;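 active = activation of at least 50% relative to the plate's high and low controls in the primary single-dose screen; inactive = activation below 50%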;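 also: compound incubated with DTT at 0.8 mM final as the reducing agent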
# TNAP inh hiacc – human TNAP enzyme inhibitors, primary screen, biochemical, luminescent, high phosphate acceptor level, uHTS; purified TNAP, CDP-star luminescence, 1 M DEA; inhibition, % at 20 µM; 200,000 compounds, 0.03% hits;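 active = over 50% inhibition of tissue-nonspecific alkaline phosphatase at 20 µM in the single-dose screen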;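 also: plate controls were DMSO wells for no effect and EDTA-quenched wells as full inhibition for full effect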
# PMI activator – activators of human PMI, primary screen, biochemical, fluorescence intensity, near-Km mannose 6-phosphate. purified human PMI, coupled resazurin fluorescence, 20 min; hits give high values; 1 = vehicle control, 0 substrate-free wells. activation factor at 20 µM. Mannose-6-phosphate isomerase (Homo sapiens), P34949. 190,000 compounds, 0.005% hits;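 active = activation factor of 2 or more at 20 µM, relative to plate controls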
# Target sequence (P34949 whole entry, looked up): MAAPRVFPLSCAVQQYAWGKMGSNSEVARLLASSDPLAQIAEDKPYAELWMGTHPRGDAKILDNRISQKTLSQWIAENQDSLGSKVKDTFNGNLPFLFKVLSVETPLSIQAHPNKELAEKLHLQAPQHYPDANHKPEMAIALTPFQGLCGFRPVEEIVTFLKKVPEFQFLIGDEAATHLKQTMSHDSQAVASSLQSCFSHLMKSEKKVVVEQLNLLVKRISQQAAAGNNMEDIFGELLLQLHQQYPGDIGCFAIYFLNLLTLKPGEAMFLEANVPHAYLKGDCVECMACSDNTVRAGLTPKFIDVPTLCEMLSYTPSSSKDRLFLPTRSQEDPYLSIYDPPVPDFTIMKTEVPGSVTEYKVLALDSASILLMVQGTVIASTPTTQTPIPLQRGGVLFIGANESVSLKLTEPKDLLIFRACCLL
# Hsp70 act – Hsp70 transcriptional activators, primary screen, cell-based, HeLa, Hsp70 promoter luciferase, luminescence, 10 µM. 200,000 compounds, 0.04% hits. AID 1203, 2008. HeLa Hsp70 promoter luciferase reporter; scaled: vehicle 0, proteasome-inhibitor control 100%. activation, % at 10 µM;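 active = activation above the mean across all tested compounds plus 3 SD, cutoff set per campaign, cut at about 5.5% in these data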;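 also: 100% = MG132 at 30 µM as the positive control and 0% = DMSO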
# PMI act hi M6P – human PMI activators, high substrate, primary screen, biochemical, fluorescence intensity, near-saturating mannose 6-phosphate; coupled PMI enzyme assay, resazurin fluorescence, 20 min; hits give high values; 1 = untreated enzyme, 0 = substrate-free blank; activation factor at 20 µM; 190,000 compounds, 0.34% hits; AID 1216, 2008;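 active = activation factor of 2 or more at 20 µM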
#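 Test system: human phosphomannose isomerase with PGI, G6PDH, diaphorase coupling enzymes; amount: 15 ng/mL PMI; incubation: enzyme reaction with compound 20 min at room temperature; technique: resorufin fluorescence (Ex 544/Em 590 nm) from resazurin via diaphorase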
# Efa HMGR inh – inhibitors of E. faecalis class II HMGR, primary screen, biochemical, Enterococcus faecalis; AID 1066, 2008; HMG-CoA reductase (Enterococcus faecalis, mvaE); inhibition, % at 10 µM; 190,000 compounds, 0.41% hits; purified E. faecalis HMGR, NADPH absorbance 340 nm kinetic;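 active = inhibition above a set limit, the median over all tested compounds plus 3 SD, cut at about 9.5% in these data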;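 also: enzyme runs in reverse so mevalonate oxidation gives rising NADPH absorbance; 0% = complete reaction with DMSO and 100% = background rate lacking mevalonate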
# * = called active by the depositor; . = not tested or not shown.
# Values run as follows: PMI activator	TNAP inh hiacc	PMI act hi M6P	Hsp70 act	DTT redox prof	TNAP inh noacc	Efa HMGR inh	S1P3 antagonist	Lmaj promast	RAM network inh
- CCN1CCN(c2ccc(NC(=O)c3ccc4c(c3)[nH]c(=O)n4Cc3ccc(F)cc3)cc2)CC1
→ 1	-6	1.1	-0.4	-0.1	-10	1	-15	1	1.1
- COc1ccc(C)cc1S(=O)(=O)N(C)CC(=O)NC1CC1
→ 1.1	-7	1.1	-0.4	0.1	7	1	.	-1	0.9
- Cc1cc(C)n(-c2ncnc3sc4c(c23)CCCC4)n1
→ 1	-6	0.9	-0.5	0.1	-12	-7	-1	-5	-0.1
- O=C1CCC/C(=N/Nc2ccc(Cl)cc2)C1
→ 1.3	1	1.6	0.0	0.1	-7	4	-11	99*	1.4
- Cc1ccc(S(=O)(=O)N2CCCCC2)cc1NC(=O)c1ccc2c(c1)OCO2
→ 0.9	-2	1	-0.5	0.2	7	0	5	-2	3.1
- CC(C)(O)C#Cc1ccc(C(=O)NCc2cccs2)s1
→ 0.9	-3	0.9	-0.1	-0.3	-11	-9	1	-3	-0.1
- O=C(CC1SC(=O)N(c2ccccc2)C1=O)Nc1ccccc1 (stereo unspecified)
→ 1.1	0	1.1	0.1	1.4	39	1	0	-2	8.2
- CN(C)c1ccc([N+](=O)[O-])cc1C(=O)O
→ 1.1	13	1.1	-0.4	-0.1	5	3	-14	-1	1.8
- CCC(=O)Nc1ccc(OCc2nnc3c4ccccc4c(C)nn23)cc1
→ .	-1	.	-0.2	-1.8	-5	7	-9	2	1.5
- CC(C)CCOC(=O)C1C(c2ccccc2)C(C(=O)O)C1c1ccccc1 (stereo unspecified)
→ 1	-1	1	-0.3	0.4	-12	-4	.	-7	5.4
- CC1CCN(Cc2nc(Cl)c3c4c(sc3n2)CCC4)CC1
→ 1.1	-4	1.1	0.2	-1.1	1	-1	1	22	1.5
- CCCCSc1nc(O)c(C2OC(=O)c3c2ccc(OC)c3OC)c(=O)n1C (stereo unspecified)
→ 0.9	-9	0.9	-0.4	0.1	-9	1	.	-11	-0.1
- Cc1ccc(S(=O)(=O)/N=C2/C=C(C3C(=O)CC(C)(C)CC3=O)C(=O)c3ccccc32)cc1
→ 0.9	3	1	0.3	4.1	0	5	.	-1	1.3
- O=C(CSc1nc2ccccc2c(=O)n1-c1ccc(F)c(Cl)c1)Nc1cccc(S(=O)(=O)N2CCOCC2)c1
→ 0.9	-10	0.9	-0.4	-0.1	-9	0	0	41	5.5
- CCOc1ccc(S(=O)(=O)NCc2cccnc2)cc1C
→ 1	-1	1	-0.5	-0.1	-5	-8	-26	-2	1.2
- NC(=O)C1CCN(c2ncnc3c2c(-c2ccccc2)cn3-c2ccccc2)CC1
→ 1	-6	1	-0.3	-1.4	-15	-4	-16	37	0.7
- COc1ccc(C(CC(=O)O)NC(=O)c2ccco2)cc1 (stereo unspecified)
→ 1	1	0.9	-0.2	0.4	-7	7	.	-5	2.5
- Nc1nnc(CCS(=O)(=O)c2ccc(Br)cc2)s1
→ 1	-4	1	-0.3	-1.8	-7	0	10	0	0.4
- Cn1c(=S)[nH]c(=O)c2ncc(=O)[nH]c21
→ 1.1	-5	1.1	-0.5	0.3	-10	0	-9	-5	0.1
- Cc1cc(=O)[nH]c(SCC(=O)c2ccc(C(C)C)cc2)n1
→ 1	-5	1.1	0.1	1.9	-15	-9	-36	-12	0.3

# Copied from the list:
# CCOc1ccc(S(=O)(=O)NCc2cccnc2)cc1C in RAM network inh → 1.2
# CC1CCN(Cc2nc(Cl)c3c4c(sc3n2)CCC4)CC1 in PMI activator → 1.1
# Cc1ccc(S(=O)(=O)N2CCCCC2)cc1NC(=O)c1ccc2c(c1)OCO2 in TNAP inh noacc → 7
# CCCCSc1nc(O)c(C2OC(=O)c3c2ccc(OC)c3OC)c(=O)n1C (stereo unspecified) in TNAP inh noacc → -9
# Cc1ccc(S(=O)(=O)/N=C2/C=C(C3C(=O)CC(C)(C)CC3=O)C(=O)c3ccccc32)cc1 in Lmaj promast → -1

# Part of the list above, comma-delimited:
Molecule,PMI activator,TNAP inh hiacc,PMI act hi M6P,Hsp70 act,DTT redox prof,TNAP inh noacc,Efa HMGR inh,S1P3 antagonist,Lmaj promast,RAM network inh
CC(C)CCOC(=O)C1C(c2ccccc2)C(C(=O)O)C1c1ccccc1 (stereo unspecified),1,-1,1,-0.3,0.4,-12,-4,.,-7,5.4
CC1CCN(Cc2nc(Cl)c3c4c(sc3n2)CCC4)CC1,1.1,-4,1.1,0.2,-1.1,1,-1,1,22,1.5

# Following part
# Values run as follows: PMI activator	TNAP inh hiacc	PMI act hi M6P	Hsp70 act	DTT redox prof	TNAP inh noacc	Efa HMGR inh	S1P3 antagonist	Lmaj promast	RAM network inh
- C/C(N)=C(/C#N)C(=O)CSc1nc2ccccc2c(=O)n1CCCOC(C)C
→ 0.9	-5	1	0.3	-0.1	-3	0	4	90*	-1.2
- CC1(C)SCC2C(=O)N3C(CSC3(C)C)C(=O)N21 (stereo unspecified)
→ 1	-8	1	-0.1	-2.4	-14	-4	-44	1	0.6
- O=C(CCCCCCCC(=O)NNC(=O)Nc1ccccc1)NNC(=O)Nc1ccccc1
→ 0.9	-7	1.1	0.0	0.5	-38	-12	-13	-4	2.5
- O=C(c1ccc2c(c1)OCO2)N1CCOCC1
→ 1	-6	1.1	0.1	1.4	-14	1	.	-7	0.8
- COc1cc(/C=C/C(=O)O)cc(S(=O)(=O)Nc2ccc3c(c2)OCO3)c1OC
→ 1	-6	0.8	0.0	0.2	-14	-4	4	-3	1.8
- COc1ccc2c(c1)CCc1c(C(=O)NC3CCCCC3)noc1-2
→ 0.9	-5	1	0.0	-0.2	-16	3	-8	-6	2.7
- O=C(NC1=NCCS1)c1ccc(Cl)s1
→ 0.9	-4	0.9	0.1	2.5	2	-3	-2	-6	1.1
- CC1(C)CC(=O)C=C(NCc2ccccc2)C1
→ 1	-1	1	-0.2	-7.9	-9	1	.	-5	-0.1
- OCCCN1CCN(CCCOc2ccccc2-c2ccccc2)CC1
→ 1.2	2	1.2	-0.7	-0.3	2	-4	-12	93*	0.0
- Cc1ccc(/C=N/N2C(=S)SC(C)(C)C2N(O)C(=O)Nc2ccc([N+](=O)[O-])cc2)cc1 (stereo unspecified)
→ 1	1	1	-0.1	1.6	-5	-2	.	41	2.8
- CCOC(=O)c1c(C)[nH]c(C2=NNC(=NC(C)COC)SC2)c1C (stereo unspecified)
→ 1.3	-1	1.6	0.0	-0.8	-7	-4	-26	8	-1.8
- O=C(Oc1ccccc1Cl)c1ccccc1P(=O)(O)O
→ 1	0	1	-0.2	0.2	6	0	.	-5	0.0
- COc1ccc(C(=O)Nc2nc(N)n(-c3ccccc3)n2)cc1
→ 1.2	-5	1	-0.5	0.3	-7	5	-24	-8	1.2
- Cc1nc(CN2CCN(C(=O)NC3(c4ccccc4)CC3)CC2)cs1
→ 1.1	3	1.1	-0.4	0.2	4	-3	-8	-1	0.3
- COC(=O)CN1CCN(C(=O)c2ccc(F)cc2)c2ccccc2C1
→ 1.1	-5	1	2.2	0.4	-13	-4	-52	-6	0.1
- O=C(NC(=S)Nc1ccc(F)cc1)c1ccc2c(c1)OCCO2
→ 0.8	3	0.9	0.1	-0.5	2	-3	-9	-2	1.8
- O=c1[nH]cnc2c1ncn2[C@@H]1O[C@H](CO)[C@@H](O)[C@H]1O
→ 1	0	1	-0.4	-0.4	-5	-12	-4	-5	1.4
- COc1ccc(-n2c(SCC(=O)Nc3ccc4c(c3)OCO4)nc3c(c2=O)SCC3)cc1
→ 0.8	-7	0.9	-0.1	0.4	-18	2	0	11	1.9
- Cc1cc2cc(CNC(=O)Nc3ccccc3)ccc2n1C
→ 1	-1	1	-0.3	3.3	-14	5	8	7	5.2
- COc1ccc(C2c3cc(OC)c(OC)cc3CCN2S(C)(=O)=O)cc1OC (stereo unspecified)
→ 1	-4	1	-0.1	-0.9	-14	-4	-5	-1	-0.1

# Values run as follows: PMI activator	TNAP inh hiacc	PMI act hi M6P	Hsp70 act	DTT redox prof	TNAP inh noacc	Efa HMGR inh	S1P3 antagonist	Lmaj promast	RAM network inh
- COc1ccc(NC(=O)COc2ccc(N(C)S(=O)(=O)c3ccc(C)cc3)cc2)cc1
→ 1	-4	0.8	-0.2	0.1	0	-3	-1	6	5.1
- COc1cc(/C=C(\C#N)C(=O)Nc2cc(C(F)(F)F)ccc2Cl)ccc1OCC(=O)Nc1cccc(C(F)(F)F)c1
→ 0.9	-1	1.1	-0.2	-0.1	-19	0	-15	-2	4.6
- CCOc1ccc(NC2=C(OC)C(=O)c3ccccc3C2=O)cc1
→ 1.1	9	0.7	-0.2	-0.3	14	-8	1	26	5.9
- COc1ccc(C2Nc3ccccc3C(=O)N2c2ccccc2)cc1Cn1cc([N+](=O)[O-])cn1 (stereo unspecified)
→ 0.9	-1	0.9	-0.4	4.3	-4	0	-1	9	1.0
- COc1ccc(/C=N/OC(=O)Nc2ccccc2OC)cc1
→ 0.9	-6	1	0.1	-0.6	-9	1	0	7	1.0
- Cc1nc(NCCO)c(C#N)c2c1COC(C)(C)C2
→ 0.9	-1	0.9	0.0	-0.2	-10	-4	.	2	1.5
- CCNc1ccc(C(=O)OCC(=O)N2c3ccccc3NC(=O)C2(C)C)cc1[N+](=O)[O-]
→ 0.9	6	0.9	-0.1	.	2	-2	-3	54*	1.6
- N#Cc1ccc2c(c1)nc1ccccn12
→ 1	2	1	-0.2	-0.1	-4	-8	4	3	1.1
- N#Cc1nc(COc2ccccc2F)oc1NCCc1ccccc1
→ 0.9	-3	0.9	-0.1	-0.1	-11	0	-1	4	5.6
- CCOc1ccc(N2Cc3ccccc3C2)cc1
→ 1.4	-5	1.2	-0.1	1.1	-1	.	-2	-2	.
- Cc1sc2ncn(CC(=O)NCC(=O)N(C)C3CCCCC3)c(=O)c2c1C
→ 1	-2	1	-0.2	-0.1	-11	-1	.	-8	2.9
- CCCN(CCC)CCCNC(=O)CC(C(=O)N1CCc2ccccc21)n1ccnc1 (stereo unspecified)
→ 1	-2	1.1	0.3	1.7	-7	-3	-1	1	1.1
- Cc1ccc(S(=O)(=O)c2cc3c(=O)n4cc(C)ccc4nc3n(CC3CCCO3)c2=N)cc1 (stereo unspecified)
→ 1	0	0.9	.	.	-7	.	-2	.	.

# Assay outcomes from PubChem BioAssay.
